M. tuberculosis: growth inhibition of non-replicating M. tuberculosis (AID 488890); inhibition, % at 25 µM; hits with a dose series show IC50 in µM; actives 0.39% (n = 320,000); Mycobacterium tuberculosis non-replicating, growth inhibition; higher % means a stronger effect; in the data active = a potency from the dose series; inconclusive = inhibition mostly from about 82% at the one dose, without a potency; inactive = the rest, 99 in 100 with inhibition below about 76%;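 also: plate controls were DMSO cells for no effect and high antibiotic wells for full effect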
VEEV TC-83 Vero: inhibitors of VEEV TC-83 cytopathic effect, confirmation, Vero cells (AID 588727) | Vero cells, VEEV TC-83 cytopathic effect inhibition; higher % means a stronger effect | one-dose inhibition, % at 20 µM; IC50 in µM for titrated hits | actives 0.13% (n = 350,000); in the data active = a potency from the dose series; inconclusive = inhibition mostly from about 14% at the one dose, without a potency; inactive = the rest, 99 in 100 with inhibition below about 12%; also: strong numbers were not always called active
H37Rv inhibition: M. tuberculosis growth inhibition, HTS (AID 449762) | M. tuberculosis H37Rv growth inhibition, 7H9 media; higher % means a stronger effect | actives 0.59% (n = 330,000) | inhibition, % at 25 µM; hits with a dose series show IC50 in µM; in the data active = a potency from the dose series; inconclusive = inhibition above about 70% without an active follow-up result;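 also: bacterial growth assessed after seven days of incubation; strong numbers were not always called active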
influenza NS1A: H1N1 influenza NS1A inhibitors, functional cell based assay (AID 504329); NS1A functional cell-based assay, percent inhibition; higher % means a stronger effect; inhibition, % at 12.5 µM; hits with a dose series show IC50 in µM; actives 0.3% (n = 340,000); in the data active = a potency from the dose series; inconclusive = inhibition above about 27% without an active follow-up result; also: strong numbers were not always called active
PhoP GFP inhibition: PhoP regulon inhibitors, Salmonella typhi PhoP promoter GFP reporter, confirmatory (AID 1850); Salmonella Typhi PhoP-promoter GFP reporter, fluorescence, 4 h; higher % means a stronger effect; actives 0.33% (n = 310,000); inhibition, % at 50 µM; hits with a dose series show IC50 in µM; in the data active = a potency from the dose series; inconclusive = inhibition mostly from about 25% at the one dose, without a potency; inactive = the rest, 99 in 100 with inhibition below about 19%;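 also: 0% = induced wells with vehicle and 100% = uninduced wells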
VEEV TC-83 Vero 10K pilot screen: also measured in VEEV TC-83 Vero; calls as there; inhibition, %; measured here: 10K pilot screen inhibition
* hit, by the source's call; i = inactive; ? = inconclusive; . = not tested or not shown.

SMILES | M. tuberculosis | VEEV TC-83 Vero | H37Rv inhibition | influenza NS1A | PhoP GFP inhibition | others
Cc1cc(C)cc(C(=O)NCC(=O)OCC(=O)Nc2ccc(C)cc2Br)c1 | 25% | 1.5% | 0% | -4% | -3%
COc1ccccc1N1CCN(C(=O)c2ccncc2)CC1 | 11% | 0.9% | 2% | 0% | -9%
CN1CCN(CC(=O)Nc2nc3ccccc3s2)CC1 | -4% | i | -2% | 0% | 7%
CCC1Nc2ncnc(N3CCOCC3)c2N(Cc2ccc(Br)cc2)C1=O (stereo not drawn) | 31% | i | -8% | -2% | .
Cc1csc2nc(CSc3nc4ccccc4o3)c(Br)n12 | 26% | 4.8% | 5% | -19% | 3%
CCOC(=O)c1ccc(NC(=O)CN2C(=O)NC3(CCCCCCC3)C2=O)cc1 | 42% | 2.3% | 67% | -9% | .
COCCN(C(=O)COC(=O)CCc1c[nH]c2ccccc12)c1c(N)n(Cc2ccccc2)c(=O)[nH]c1=O | 21% | 2.4% | ? | 4% | -3%
CCCCC(=O)N1CCCC(C(=O)OCC)C1 (stereo not drawn) | 4% | 0.2% | 12% | 6% | 0% | VEEV TC-83 Vero 10K pilot screen=0.4
CCN(CC)c1ccc2c(C)c(CN3CCOCC3)c(=O)oc2c1 | 10% | 2.4% | -1% | -10% | -1%
CC/C(=N\NC(=O)C1CCCC1)c1ccc(Br)cc1 | -12% | 1.6% | -11% | -7% | 12%
N#Cc1ccc(CN2CCN(C(=O)CNS(=O)(=O)c3ccc4c(c3)OCCCO4)CC2)cc1 | -9% | i | 5% | -2% | .
O=C1CC(c2ccc(F)cc2)CC(O)=C1C=NCCN1CCNCC1 (stereo not drawn) | 20% | 1.0% | 4% | 15% | -1%
CCN(CC(=O)Nc1ccc(OC)cc1)C(=O)CCS(=O)(=O)c1ccc(C)cc1 | -2% | 2.8% | -17% | -9% | 0%
Cc1cccc(OCCCC(=O)NNC(=O)c2ccc(F)cc2)c1 | 54% | 1.1% | 10% | -6% | .
Cc1ccc(/C=C/C(=O)c2ccccc(=O)c2O)cc1C | 67% | 3.0% | -3% | 17% | 20%
Cc1nc2ccc(Br)cc2c2c1CC(CO)O2 (stereo not drawn) | -5% | 1.4% | -8% | -5% | -9%
CCOC(=O)c1c(C)nc2sc3c(=O)n(-c4ccc(OC)cc4)cnc3c2c1-c1ccc(OC)cc1 | -5% | 2.4% | -4% | -4% | 0%
CN1/C(=C/C(=O)c2ccc(Cl)cc2)Sc2cc3c(cc21)OCO3 | 16% | 0.3% | 4% | -10% | -5%
CCOC(=O)c1cc(=O)n2nc(-c3ccccc3F)nc2s1 | 9% | 5.2% | -5% | -5% | 2%
O=C(Cn1nc(-c2ccccc2)c2ccccc2c1=O)NCCO | -14% | 0.3% | -2% | -9% | -11%
O=C(OCC(=O)N1CCOCC1)c1ccc[nH]c1=O | -6% | 1.3% | -5% | -3% | 37µM*
CCOC(=O)CSc1nc2sc(C)c(C)c2c(=O)[nH]1 | 8% | 1.8% | -4% | -2% | 15%
O=C(NNc1nc(-c2ccccc2)c2cc(Br)ccc2n1)c1ccc(S(=O)(=O)N2CCOCC2)cc1 | -14% | 7.5% | 5% | 23% | -5% | VEEV TC-83 Vero 10K pilot screen=4.7
Cc1ncc(CO)c(/C=N/NC(=O)c2cc(Br)ccc2O)c1O | 1% | 8.2% | 2% | 11µM* | -4%
CSC1=NC(C)(C)C=C(/C=C/c2ccc(Cl)cc2Cl)N1 | 69% | 28% | ? | 2% | 4%

Compounds above with a Cl atom:
SMILES | M. tuberculosis | VEEV TC-83 Vero | H37Rv inhibition | influenza NS1A | PhoP GFP inhibition | others
CN1/C(=C/C(=O)c2ccc(Cl)cc2)Sc2cc3c(cc21)OCO3 | 16% | 0.3% | 4% | -10% | -5%
CSC1=NC(C)(C)C=C(/C=C/c2ccc(Cl)cc2Cl)N1 | 69% | 28% | ? | 2% | 4%

More results follow.
SMILES | M. tuberculosis | VEEV TC-83 Vero | H37Rv inhibition | influenza NS1A | PhoP GFP inhibition | others
COc1ccc(S(=O)(=O)N2CCOCC2)cc1NC(=O)COc1ccc(C(C)=O)cc1OC | . | 0.7% | . | 0% | .
CCOc1cc(CNCCCN2CCOCC2)ccc1OCC(=O)Nc1cccc2ccccc12 | 50% | 19µM* | 7% | -16% | 9%
Clc1cccc(Cl)c1Cn1cnc2c(N3CCCCCC3)ncnc21 | 37% | ? | 11% | -3% | -5%
Cc1nn(CC(=O)N2CCC3(CC2)OCCO3)c(=O)c2cc3ccccc3n12 | -1% | 1.1% | -1% | 6% | 7%
CC(C)NC(=O)C1COc2ccccc2O1 (stereo not drawn) | i | i | 10% | 3% | -5%
Cc1nn(C(=O)CCC(=O)NCc2cccc(F)c2)c2ccccc12 | -10% | 0.1% | 5% | -2% | 3%
COc1ccc(CCNC(=O)c2cc3c(=O)n4cccc(C)c4nc3s2)cc1OC | 5% | 0.6% | 9% | -1% | 2%
CSc1ccc(/C=N/N2CCN(Cc3ccccc3Cl)CC2)cc1 | 9% | 1.7% | 3% | -8% | -10%
O=C1c2ccccc2C2NC(=O)C3(CCCCC3)N12 (stereo not drawn) | -6% | 4.3% | -1% | 0% | -7% | VEEV TC-83 Vero 10K pilot screen=0.7
O=C(Nc1ccc(C(=O)O)cc1)/C(=C\C=C\c1ccccc1)NC(=O)c1ccc(Br)cc1 | 1% | 0.5% | -1% | 0% | 13%
COc1ccc(-c2nn(CCC(=O)O)cc2/C=C2\SC(N)=NC2=O)cc1 | -6% | i | -2% | 5% | -5%
CCCCN(C)C(=O)c1nc2ccccn2c1CNCCCn1nnc2ccccc21 | 28% | 0.9% | 0% | 8% | 5%
CCN(C(=O)C(C)N1C(=O)/C(=C/c2cccs2)SC1=S)C1CCS(=O)(=O)C1 (stereo not drawn) | 16% | 13% | -7% | 9% | -17%
CCCOc1ccc(OCC(=O)c2[nH]c(C)c(C(C)=O)c2C)cc1 | 6% | i | 6% | -3% | 10%
O=C(N/N=C/c1ccccc1)c1cc[n+]([O-])cc1 | 34% | 2.5% | -19% | -4% | 5%
FC(F)(F)c1cnc(-c2cnc3c(-c4ccc(Cl)cc4)cnn3c2)c(Cl)c1 | 5% | 1.2% | 2% | 29% | -7%
Cn1c(CCN2CCCCC2)nc2cc([N+](=O)[O-])ccc21 | 0% | i | -3% | -5% | -6%
O=C(CCCC(=O)c1ccc(O)cc1)c1ccc(O)cc1 | 4% | 0.7% | 4% | 1% | 6%
CCN(CC)S(=O)(=O)c1ccc(C2=NOC3(C2)N(C)c2ccccc2C3(C)C)cc1 (stereo not drawn) | -7% | 8.8% | -7% | -7% | 1%
CCCCNCC(O)(c1ccc(Cl)cc1)c1ccc(Cl)cc1 | 32% | i | 32% | 4% | 2%
OCCCc1nc2ccccc2n1CCCCOc1ccccc1 | 2% | 0.1% | -2% | -21% | -5%
O=S1(=O)c2ccccc2OC(COCc2ccccc2)CN1C1CC1 (stereo not drawn) | . | i | . | -9% | .
Cc1ccc(S(=O)(=O)c2nc(-c3cccs3)oc2SCC(N)=O)cc1 | 13% | 6.4% | -3% | 1% | 0%
CC(=O)C1=C(C)NC(SCC(N)=O)=C(C#N)C1c1ccco1 (stereo not drawn) | 3% | 2.6% | -7% | 0% | -1%
Cc1cc(C)nc(/N=C(\N)Nc2ccc(OCc3ccccc3)cc2)n1 | ? | 6.0% | ? | -5% | 3%
SMILES | M. tuberculosis | VEEV TC-83 Vero | H37Rv inhibition | influenza NS1A | PhoP GFP inhibition | others
Cc1cccc(Nc2nc(N)nc(CN3CCN(c4ccccc4F)CC3)n2)c1 | ? | 8.9% | ? | 9% | 0%
COc1ccc(N2CCN(CCCNC(=O)CCC(=O)N3CCOc4ccc(Cl)cc43)CC2)cc1 | 29% | i | 1% | 21% | 3%
CC(=O)OC(C(=O)NCc1ccco1)c1ccncc1 (stereo not drawn) | 16% | i | -4% | -5% | -8%
COCCn1c(C)cc(C2=NNC(=NC3CC3)SC2)c1C | 21% | i | -5% | 9% | 18%
N#C/C(=C\c1c(N(Cc2ccccc2)Cc2ccccc2)nc2ccccn2c1=O)C(N)=O | 33% | 6.2% | 0% | 2% | -13%
O=C1NCCN/C1=C\C(=O)c1ccc(F)cc1 | -22% | 1.8% | 0% | 0% | -12%
CCn1cc(C(=O)NCC2CCCO2)c(=O)c2cc(F)c(N3CCN(C)CC3)cc21 (stereo not drawn) | -7% | 0.4% | -6% | 5% | 2%
CC(C)NC(=O)CCCc1cn(C)c2ccccc12 | 4% | 1.4% | -5% | -1% | 9%
COc1ccc(CNC(=O)c2onc(C)c2Cl)cc1 | . | i | -3% | -3% | -18%
Cc1ccc(-c2onc3ccc(Br)cc23)cc1 | -6% | 0.4% | 3% | -4% | -2%
CCCOc1ccc2oc(=O)c3c(c2c1)CCCN3C(=O)CN1CCN(c2ncccn2)CC1 | 72% | i | 21µM* | 5% | 1%
CC(=O)Nc1ccc2nc(-c3cccn3C)[nH]c2c1 | -21% | i | -5% | -2% | 7%
CCOC(=O)C1=C(C)NC(=O)NC1c1ccccc1OCc1c(F)cccc1Cl (stereo not drawn) | 27% | 5.4% | -6% | 2% | 2%
Cc1ccc(-n2c(SCC(=O)N3Cc4ccccc4CC3C(=O)O)nnc2-c2cccnc2)c(C)c1 (stereo not drawn) | -5% | 0.3% | -7% | -3% | 4%
S=C1NCCc2ccccc2C1c1ccccc1Cl (stereo not drawn) | 59% | 3.3% | 6% | 1% | -1%
CCC(C)C(NC(=O)C(C)NC(=O)CNC(=O)OC(C)(C)C)C(N)=O (stereo not drawn) | 3% | 0.4% | 8% | -7% | -5%
CNC(=S)N(CCO)Cc1cc2cc3c(cc2[nH]c1=O)OCCO3 | 2% | 0.4% | -5% | -10% | -14%
O=C(CSc1nnc2ncccn12)Nc1cccc2ccccc12 | 2% | i | -2% | 2% | 7%
O=C(CCSCc1ccc(Cl)cc1)NCc1ccco1 | ? | i | 38% | 6% | 3%
Cc1cccc(NC(=S)NNC(=O)c2ccc(Br)o2)c1 | -6% | 2.7% | -7% | -4% | 3%
COc1cc(NC(=O)CSc2nccc(C)n2)c(C(=O)O)cc1OC | -5% | i | -2% | -1% | -13%
CCOC(=O)C1(C)NC(c2cccs2)C2C(=O)N(c3ccc(OC)cc3)C(=O)C21 (stereo not drawn) | -1% | . | 2% | . | 2%
N#CCCN(C(=O)CSc1nc2ccccc2c(=O)[nH]1)c1ccc(F)cc1 | 11% | 1.3% | 0% | -6% | .
CCOC(=O)C1=NN(c2ccccc2)C2C(=O)N(c3ccccc3OC)C(=O)C12 (stereo not drawn) | -6% | 0.8% | -3% | 0% | 4%
C/C(=N\NC(=O)c1ccncc1)c1c(O)[nH]c(=O)[nH]c1=O | 52% | . | ? | . | -2%
SMILES | M. tuberculosis | VEEV TC-83 Vero | H37Rv inhibition | influenza NS1A | PhoP GFP inhibition | others
CCOC(=O)C1=C(N)n2c(s/c(=C/c3ccco3)c2=O)=C(C(=O)OC)C1c1ccco1 (stereo not drawn) | -10% | 3.2% | -11% | -3% | 0%
COc1ccc(/C=N/NC(=O)c2ccc3c(c2)OCO3)cc1 | 4% | 1.7% | 6% | -5% | 28%
O=C1/C(=C/c2ccccc2)Nc2ccccc21 | 25% | 5.9% | -2% | 15% | -5%
O=S1(=O)C=CC(N2CCOCC2)C1 (stereo not drawn) | -5% | 3.4% | -4% | -2% | 5%
Cc1cc(C)c(C(=O)/C=C/c2ccc(C(C)C)cc2)c(=O)[nH]1 | . | 4.5% | . | 12% | -3%
Cc1nc2ccc(S(=O)(=O)N(C)CC(=O)NC(C)c3ccccc3)cc2s1 (stereo not drawn) | -2% | 0.1% | 0% | 5% | -8%
CN(C)S(=O)(=O)c1ccc(C(=O)NCCSc2ccc(Br)cc2)cc1 | 32% | i | 3% | 9% | -6%
COC(=O)Cn1c(Cc2ccccc2)nc2ccccc21 | 23% | 0.7% | 18% | -3% | 4%
CCN=C(N/N=C/c1ccc([N+](=O)[O-])cc1)SC | 37% | 4.3% | 4% | -8% | -19%

Grouped by structure, the compounds so far with a furan ring, fused or not (5)
SMILES | M. tuberculosis | VEEV TC-83 Vero | H37Rv inhibition | influenza NS1A | PhoP GFP inhibition | others
CC(=O)C1=C(C)NC(SCC(N)=O)=C(C#N)C1c1ccco1 (stereo not drawn) | 3% | 2.6% | -7% | 0% | -1%
CC(=O)OC(C(=O)NCc1ccco1)c1ccncc1 (stereo not drawn) | 16% | i | -4% | -5% | -8%
O=C(CCSCc1ccc(Cl)cc1)NCc1ccco1 | ? | i | 38% | 6% | 3%
Cc1cccc(NC(=S)NNC(=O)c2ccc(Br)o2)c1 | -6% | 2.7% | -7% | -4% | 3%
CCOC(=O)C1=C(N)n2c(s/c(=C/c3ccco3)c2=O)=C(C(=O)OC)C1c1ccco1 (stereo not drawn) | -10% | 3.2% | -11% | -3% | 0%
